Source: PubChem
RAM inhibit: inhibitors of the yeast RAM network, primary screen, dse1pr::URA3 reporter, 5-FOA selection | actives 1.8% (n = 190,000) | S. cerevisiae dse1pr::URA3 reporter, 5-FOA growth OD615, 2 d; analog-sensitive cbk1-as2 kinase mutant strain | inhibition, % at 50 µM;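 active means inhibition above a set limit, 3 SD over mean compound inhibition, cut at about 8.4% in these data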;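 further: 0% = DMSO-only wells with no growth and 100% = 10 µM 1-NA-PP1 full growth; inhibition rescues growth on 5-FOA so higher OD means more RAM inhibition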
Hsp70 activator: Hsp70 transcriptional activators, primary screen, cell-based, HeLa, Hsp70 promoter luciferase, luminescence, 10 µM | HeLa Hsp70 promoter luciferase reporter; scaled: vehicle 0, proteasome-inhibitor control 100% | activation, % at 10 µM | actives 0.04% (n = 200,000) | AID 1203, 2008;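 active means activation above the mean across all tested compounds plus 3 SD, cutoff set per campaign, cut at about 5.5% in these data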;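 further: 100% = MG132 at 30 µM as the positive control and 0% = DMSO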
PMI activator: activators of human PMI, primary screen, biochemical, fluorescence intensity, near-Km mannose 6-phosphate | purified human PMI, coupled resazurin fluorescence, 20 min; active compounds read high; 1 = vehicle control, 0 substrate-free wells | activation factor at 20 µM | actives 0.005% (n = 190,000) | AID 1214, 2008;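 active means activation factor of 2 or more at 20 µM, relative to plate controls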
Target sequence (P34949 whole entry, looked up): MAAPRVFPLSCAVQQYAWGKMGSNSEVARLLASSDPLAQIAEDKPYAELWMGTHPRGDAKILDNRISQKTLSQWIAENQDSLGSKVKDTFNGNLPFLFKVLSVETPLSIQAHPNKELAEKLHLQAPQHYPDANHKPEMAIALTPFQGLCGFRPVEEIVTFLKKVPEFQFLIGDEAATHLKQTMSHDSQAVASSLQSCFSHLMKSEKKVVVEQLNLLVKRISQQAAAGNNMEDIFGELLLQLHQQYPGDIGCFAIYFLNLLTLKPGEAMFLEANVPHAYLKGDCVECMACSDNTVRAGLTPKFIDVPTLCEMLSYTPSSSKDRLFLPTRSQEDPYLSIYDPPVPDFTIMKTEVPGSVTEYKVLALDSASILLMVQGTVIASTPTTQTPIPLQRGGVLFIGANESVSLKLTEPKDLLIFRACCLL
DTT redox prof: compounds producing H2O2 with reducing agent – biochemical, NIH compound library profiling, artefact control for MLSCN library redox annotation, primary screen; DTT-dependent redox cycling H2O2, phenol red/HRP absorbance; 100% = 100 µM peroxide control, 0% = buffer; activation, % at 10 µM; actives 0.03% (n = 200,000); AID 878, 2007;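 active means activation of at least 50% relative to the plate's high and low controls in the primary single-dose screen; inactive means activation below 50%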;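 further: compound incubated with DTT at 0.8 mM final as the reducing agent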
Efa HMGR inh: inhibitors of E. faecalis class II HMGR, primary screen, biochemical, Enterococcus faecalis. HMG-CoA reductase (Enterococcus faecalis, mvaE). inhibition, % at 10 µM. purified E. faecalis HMGR, NADPH absorbance 340 nm kinetic. actives 0.41% (n = 190,000);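 active means inhibition above a set limit, the median over all tested compounds plus 3 SD, cut at about 9.5% in these data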;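 further: enzyme runs in reverse so mevalonate oxidation gives rising NADPH absorbance; 0% = complete reaction with DMSO and 100% = background rate lacking mevalonate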
PMI act hi M6P: human PMI activators, high substrate, primary screen, biochemical, fluorescence intensity, near-saturating mannose 6-phosphate. coupled PMI enzyme assay, resazurin fluorescence, 20 min; active compounds read high; 1 = untreated enzyme, 0 = substrate-free blank. activation factor at 20 µM. actives 0.34% (n = 190,000). AID 1216, 2008;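 active means activation factor of 2 or more at 20 µM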
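Test system: human PMI in coupled enzyme assay; Input: PMI at 15 ng/mL final; Medium: HEPES buffer, pH 7.4; Schedule: 20 min incubation at room temperature; Technique: resorufin fluorescence at Ex 544/Em 590 nm; Compound: 20 µM single dose; Probe or stimulus: Near-saturating mannose-6-phosphate, 1.0 mM.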
S1P3 antag: S1P3 receptor antagonists, primary screen, cell-based; Sphingosine 1-phosphate receptor 3 (Homo sapiens), Q99500; CHO S1P3 NFAT-BLA reporter, FRET fluorescence, antagonist mode; inhibition, % at 4.98 µM; actives 0.27% (n = 170,000); AID 485, 2006;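 active means inhibition above the plate cutoff, the mean inhibition of test wells on that plate plus 3 SD, cut at about 28% in these data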;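 further: cells challenged with S1P at its EC80 of 0.8 µM; blue over green emission ratio from cleaved BLA substrate after 4 h stimulation; 0% = S1P-stimulated wells and 100% = unstimulated DMSO-only wells; some compounds past the cut are filed as inactive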
TNAP inh noacc: human TNAP enzyme inhibitors, primary screen, biochemical, luminescent, no phosphate acceptor, uHTS; actives 0.26% (n = 200,000); Alkaline phosphatase, tissue-nonspecific isozyme (Homo sapiens), P05186; inhibition, % at 20 µM; purified TNAP, CDP-star luminescence, 30 min; AID 1012, 2008;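 active means tissue-nonspecific alkaline phosphatase inhibition above about 50% at 20 µM in the single-dose screen, limit read from the data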;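 further: 0% = DMSO negative control and 100% = EDTA positive control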
Target sequence (P05186 whole entry, looked up): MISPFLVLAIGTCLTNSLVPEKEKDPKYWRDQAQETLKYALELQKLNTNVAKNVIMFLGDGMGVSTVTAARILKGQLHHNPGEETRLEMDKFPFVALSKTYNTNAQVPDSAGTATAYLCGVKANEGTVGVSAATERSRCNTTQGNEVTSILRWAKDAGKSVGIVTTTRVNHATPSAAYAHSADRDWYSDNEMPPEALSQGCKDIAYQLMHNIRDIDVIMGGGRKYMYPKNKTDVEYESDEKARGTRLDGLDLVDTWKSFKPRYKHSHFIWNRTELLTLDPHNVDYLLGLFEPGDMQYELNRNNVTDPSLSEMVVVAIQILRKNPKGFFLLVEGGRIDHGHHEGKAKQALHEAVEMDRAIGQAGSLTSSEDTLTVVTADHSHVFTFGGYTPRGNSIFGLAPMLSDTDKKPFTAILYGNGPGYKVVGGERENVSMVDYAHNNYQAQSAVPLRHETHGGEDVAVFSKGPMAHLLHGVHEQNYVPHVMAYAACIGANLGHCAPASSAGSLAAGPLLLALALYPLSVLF
TNAP inh hi DEA: human TNAP enzyme inhibitors, primary screen, biochemical, luminescent, high phosphate acceptor level, uHTS; purified TNAP, CDP-star luminescence, 1 M DEA; inhibition, % at 20 µM; Alkaline phosphatase, tissue-nonspecific isozyme (Homo sapiens), P05186; actives 0.03% (n = 200,000);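 active means over 50% inhibition of tissue-nonspecific alkaline phosphatase at 20 µM in the single-dose screen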;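 further: plate controls were DMSO wells for no effect and EDTA-quenched wells as full inhibition for full effect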
Lmaj promast: Leishmania major promastigote growth inhibition, primary screen; inhibition, % at 10 µM; actives 9% (n = 200,000); Leishmania major promastigotes, resazurin fluorescence viability; AID 1063, 2008; in the data active means inhibition above about 50%;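 further: promastigotes grown with compound for 44 hours at 28 °C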
* = called active by the depositor; . = no result given. Rows were taken by chance; 12% or so of the library scored in one or more.

SMILES	Hsp70 activator	PMI activator	Efa HMGR inh	RAM inhibit	S1P3 antag	TNAP inh noacc	DTT redox prof	TNAP inh hi DEA	PMI act hi M6P	Lmaj promast
CCN(CC)CCOC(=O)c1ccc(NC(=O)/C=C/c2cccs2)cc1	-0.2	1.2	-5	0.9	-5	-1	0.3	-2	1.1	69*
CCCNS(=O)(=O)c1ccc(Oc2ncc(C(F)(F)F)cc2Cl)cc1	-0.3	0.8	-4	-0.1	.	-10	1.6	-4	0.7	7
CC1CCN(S(=O)(=O)c2cccc(C(N)=O)c2)CC1	-0.4	1	-5	0.9	17	-5	0.6	-2	1	-4
COCCCN(C(=S)NC(=O)C12CC3CC(CC(C3)C1)C2)c1c(N)n(Cc2ccccc2)c(=O)[nH]c1=O	0.0	0.8	-5	3.8	-2	-24	0.5	-4	1	-6
COc1cc(C(=S)N2CCOCC2)cc(OC)c1OC(=O)c1cc([N+](=O)[O-])c(C)c([N+](=O)[O-])c1	-0.1	0.8	0	3.7	.	-1	-0.5	1	0.7	-3
COc1cc(CNC(=O)OCC(C)C)cc(OC)c1OC	-0.3	0.9	-3	-0.1	12	-16	2.1	-10	1	-3
COc1ccc(C(=O)NCc2nnc(SCC(=O)Nc3ccccc3F)o2)cc1	-0.4	0.9	-3	1.7	-9	-12	-0.3	4	1	-7
O=C(CCC(=O)N(CC(=O)NC1CCCC1)Cc1ccc2c(c1)OCO2)Nc1nccs1	0.0	1	-1	2.2	-13	-12	-0.5	-4	1	0
Cc1cc(C)nc(SCc2cnc(C)nc2N)n1	-0.3	1.1	0	2.0	-6	-6	0.3	1	1	-2
Cc1cc(C)cc(N2CC(C(=O)O)CC2=O)c1 (centres undefined)	-0.3	0.9	0	2.3	-34	-8	2.0	1	0.9	-6
Cc1sc(N)c(C(=O)c2ccccc2)c1C	-0.3	1	7	0.4	-8	-4	-0.1	-3	1	-6
O=C(O)[C@H]1CCC(=O)N1Cc1ccco1	-0.5	1	2	2.8	.	-8	1.7	-3	1	-2

Filtered by structure: those above with an aryl thioether with sulfur outside any ring.
SMILES	Hsp70 activator	PMI activator	Efa HMGR inh	RAM inhibit	S1P3 antag	TNAP inh noacc	DTT redox prof	TNAP inh hi DEA	PMI act hi M6P	Lmaj promast
COc1ccc(C(=O)NCc2nnc(SCC(=O)Nc3ccccc3F)o2)cc1	-0.4	0.9	-3	1.7	-9	-12	-0.3	4	1	-7
Cc1cc(C)nc(SCc2cnc(C)nc2N)n1	-0.3	1.1	0	2.0	-6	-6	0.3	1	1	-2

(further entries)
SMILES	Hsp70 activator	PMI activator	Efa HMGR inh	RAM inhibit	S1P3 antag	TNAP inh noacc	DTT redox prof	TNAP inh hi DEA	PMI act hi M6P	Lmaj promast
O=C(c1cc([N+](=O)[O-])ccc1N1CCOCC1)N1CCCCC1	0.1	1.1	1	1.3	4	-9	-0.4	-2	1	2
COC(=O)c1ccccc1S(=O)(=O)N(Cc1ccco1)Cc1cc2cc(OC)ccc2[nH]c1=O	-0.1	0.9	1	3.0	-3	-12	1.3	-4	0.9	-5
COc1ccc(CN2CC(C(=O)NCCCN3CCOCC3)CC2=O)cc1 (centres undefined)	-0.2	1	0	0.5	1	-12	-0.3	-1	1	-4
CCOc1ccc(Cl)cc1CN1CCOCC1	-0.3	1.1	-4	-0.1	.	-4	0.2	-6	1.1	4
Cc1c(CCOC(=O)C23CC4CC(CC(C4)C2)C3)sc[n+]1CC#N	-0.1	1	9	0.6	-7	57*	0.0	-2	1	-7
COc1cccc(/C=C/C(=O)OCC(=O)N2c3ccccc3NC(=O)C2(C)C)c1	-0.2	0.9	-4	4.8	-6	-6	0.6	-3	1	-5
Cc1ccc(/C=C/C(=O)CCC(=O)O)cc1	0.0	1	-3	0.6	-7	-7	-0.2	0	1.1	-3
Cc1ccc(O)c(C(=O)c2cc(C#N)c(=O)n(Cc3ccccc3)c2)c1	-0.5	1	-5	2.0	-12	-6	-0.3	0	1	12
CC(=O)c1ccc(NC(=O)CC(NCCC2=CCCCC2)C(=O)O)cc1 (centres undefined)	-0.3	1	-3	1.5	0	-16	-0.6	3	1	3
CCN1CCN(CC(O)COC(C)C)CC1 (centres undefined)	-0.4	0.9	-1	0.2	.	-10	-3.5	-2	1	-1
CCn1c(CCNC(=O)c2ccc(Cl)c(Cl)c2)nnc1SCCOc1ccc(OC)cc1	0.0	0.9	0	16*	.	0	-5.5	0	0.9	-4
Cc1ccc(NC(=O)CN2C(=O)S/C(=C/c3ccc(-c4cccc(C(=O)O)c4)o3)C2=O)cc1	-0.3	1.1	-2	2.3	2	-1	1.1	0	1.1	-9
COc1ccccc1N1CCN(C(=O)COc2cccc(C)c2C)CC1	-0.2	0.9	-7	0.2	-15	-8	-0.8	-2	0.9	5
CCOC(=O)CSc1nnc(CNC(=O)c2ccc([N+](=O)[O-])cc2)n1C	0.0	1.1	0	-1.2	7	-4	-0.6	-6	1.1	1
O=[N+]([O-])c1ccc2nc(-c3ccccc3)[nH]c2c1	-0.2	0.9	-2	0.7	10	3	-0.5	3	0.9	24
CCc1ccc2[nH]cc(C(=O)OCCOC)c(=O)c2c1	-0.4	1	0	1.0	.	-6	-1.2	-1	0.8	-1
CC(C)(C)[C@H]1C=C(C(=O)NCc2nc3ccccc3[nH]2)O[C@@H](OCCCCO)C1	-0.3	0.8	5	0.8	-10	-6	0.4	-6	0.8	4
Cc1[nH]c2c(C)cccc2c1CCNC(=O)C1CCCCC1C(=O)OCC(F)(F)F (centres undefined)	-0.2	0.8	0	4.0	-2	-15	0.2	-3	0.8	0
O=C(CSc1ccccc1)NCc1ccccn1	-0.1	0.9	-2	1.2	-2	-12	-0.1	-4	1	-4
O=C(O)CCCCC1CCSS1 (centres undefined)	-0.1	1.1	7	1.8	-11	-8	-0.2	2	1.2	7
O=C(NCCC1=CCCCC1)C1CCCN(S(=O)(=O)c2ccc(F)cc2)C1 (centres undefined)	0.4	1	2	3.5	-4	0	0.7	-3	1	-1
CCOC(=O)c1ccccc1NC(=O)Cn1cnc2c(cnn2C(C)(C)C)c1=O	0.5	1	-4	6.3	7	-5	0.2	2	1	12
COc1cccc(NC(=O)Cn2cc(C#N)c3ccccc32)c1	0.1	1	-5	6.0	.	-9	0.8	2	1	3
OCCC1CN(Cc2cccn2-c2ccccn2)CCN1C1CCCC1 (centres undefined)	-0.2	1	6	0.1	2	-11	0.6	-6	1.1	-3
COc1ccccc1CNC(=O)COC(=O)Cc1ccsc1	0.0	0.9	-2	-0.1	-16	-12	0.6	-4	0.9	-9
CCOC(=O)c1cc(CC)sc1NC(=O)COc1ccc2c(C)cc(=O)oc2c1	-0.5	0.9	1	2.7	6	18	0.1	0	1	37
Cc1ccc(-c2nnc(SCc3nc(N)nc(Nc4ccccc4C)n3)n2N)cc1	-0.1	0.9	-3	-1.4	.	2	-1.6	3	0.9	0
NS(=O)(=O)c1cccc(NC(=O)CSc2ccccn2)c1	-0.1	1	1	0.9	.	28	-1.3	8	1.2	-2
OCc1cn(-c2ccccc2)nc1-c1ccc(-c2nn(-c3ccccc3)cc2CO)cc1	-0.2	0.9	-4	5.7	.	-1	-0.1	-6	0.9	0
COc1cc(OC)cc(N2CC(C)(C)C2=O)c1	-0.1	1.2	-4	-0.1	-3	-6	-0.3	-4	1	-6
Cc1c(-n2cc(C(=O)c3cc(Br)ccc3O)cc(C#N)c2=O)c(=O)n(-c2ccccc2)n1C	-0.4	0.9	0	-0.3	.	-25	0.2	-7	1	-6
CCOc1ccc(CC(=O)Nc2ccc(NC(=O)c3ccco3)cc2)cc1OCC	-0.3	1	1	2.3	8	9	-1.0	-1	1.1	13
CCOC(=O)N1CCC(N(CCN(C)C)C(=S)Nc2cccc(Cl)c2C)CC1	-0.2	0.8	-1	0.8	3	25	0.1	-2	0.9	0
Cc1nc(CNS(=O)(=O)c2ccc3ccccc3c2)cs1	-0.5	1	-5	2.7	-32	-7	-0.2	-2	1	-9
O=C(O)CCC(=O)Nc1ccc(C(=O)OC2CCCCC2)cc1	-0.5	1	1	0.3	-102	-2	1.9	-1	0.9	-1
O=C(CC1c2ccccc2Oc2ccccc21)Nc1ccccc1C(F)(F)F	0.2	0.9	-6	2.8	21	-10	-0.1	-4	0.8	-3

Part of the list above, field by field.
structure: OCCC1CN(Cc2cccn2-c2ccccn2)CCN1C1CCCC1 (centres undefined)
  Hsp70 activator = -0.2
  PMI activator = 1
  Efa HMGR inh = 6
  RAM inhibit = 0.1
  S1P3 antag = 2
  TNAP inh noacc = -11
  DTT redox prof = 0.6
  TNAP inh hi DEA = -6
  PMI act hi M6P = 1.1
  Lmaj promast = -3
structure: COc1ccccc1CNC(=O)COC(=O)Cc1ccsc1
  Hsp70 activator = 0.0
  PMI activator = 0.9
  Efa HMGR inh = -2
  RAM inhibit = -0.1
  S1P3 antag = -16
  TNAP inh noacc = -12
  DTT redox prof = 0.6
  TNAP inh hi DEA = -4
  PMI act hi M6P = 0.9
  Lmaj promast = -9
